Bioassay records (PubChem)
14-3-3 PPI: modulators of 14-3-3 gamma protein binding, primary screen, biochemical, fluorescence polarization | AID 422, 2006 | inhibition, % at 40 µM | FP, 14-3-3gamma / TMR-pS259-Raf peptide binding | actives 0.19% (n = 160,000); in the data active = inhibition above about 30%;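 also: 0% = protein plus tracer without compound and 100% = blank with tracer alone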
Target sequence (P61981 whole entry, looked up): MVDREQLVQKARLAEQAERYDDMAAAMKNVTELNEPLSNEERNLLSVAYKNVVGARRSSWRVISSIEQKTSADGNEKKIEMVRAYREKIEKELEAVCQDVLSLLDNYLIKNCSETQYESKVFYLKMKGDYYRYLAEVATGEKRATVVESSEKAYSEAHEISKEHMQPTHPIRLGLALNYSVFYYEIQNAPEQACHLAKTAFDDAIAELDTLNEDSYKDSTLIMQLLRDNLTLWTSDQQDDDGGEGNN
An asterisk follows results filed as active; & = joins results of further samples. Not all compounds are listed, so the mix of outcomes need not match the whole.

SMILES	14-3-3 PPI
CCCS(=O)(=O)N1CCCC(C(=O)NC2CCCCC2)C1 (stereo not drawn)	-5&-3
Cc1nc(N2CCOCC2)nc(N(C)C)c1[N+](=O)[O-]	6
Nn1c(SCc2csc(-c3ccccc3)n2)nnc1-c1cccs1	-5
Cc1cc(C)n(C(=O)CCC(=O)NCc2ccccc2)n1	-7&-2
C=CCNC(=O)C1CCC(=O)N1C1CCCCC1 (stereo not drawn)	0
Cc1oc(CC(C)C)c(CN2CCCC2)c1C(=O)O	-13
CCOC(=O)C1CCN(C(=O)c2cn(CC(C)C)c(=O)c3c2c2ccccc2n3C)CC1	2
COCCN1C(=O)c2ccccc2C(C(=O)NCc2ccc(F)cc2)C1c1c[nH]c2ccccc12 (stereo not drawn)	-9
CC(C)Cn1cc(C(=O)N2CCC(Cc3ccccc3)CC2)c2c3ccccc3n(C)c2c1=O	8
C=CCNc1oc(-c2cccc3ccccc23)nc1C#N	-14

New compounds follow
SMILES	14-3-3 PPI
O=C(O)CCC(=O)c1ccccc1	1
Cc1ccc(Cn2c(=S)[nH]c3ccc(N4CCOCC4)cc3c2=O)cc1	-4
CCN(CCN1C(=O)c2ccccc2C1C(=O)NC1CCCCCC1)c1ccccc1 (stereo not drawn)	5
COc1ccccc1CNS(=O)(=O)c1ccc2c(c1)oc(=O)n2C	5
CCC(=O)N1c2ccc(S(=O)(=O)NC(C)C)cc2CC1C (stereo not drawn)	5
CC(C)(C)c1ccc(C(=O)Nc2nnc(-c3ccco3)s2)cc1	-12
Oc1ccc(Br)cc1-c1cc(-c2ccccc2F)[nH]n1	-2
N#Cc1c(C(F)(F)F)cc(-c2ccccc2)nc1SCC(=O)Nc1ccc(C(N)=O)cc1	3
CCc1nc(C)cn1S(=O)(=O)c1cc(OC)c(C)cc1C	-3
CC1CCN(S(=O)(=O)c2ccc3c(c2)N(CC(=O)NCC2CCCO2)C(=O)CS3)CC1 (stereo not drawn)	-6

Next compounds
SMILES	14-3-3 PPI
Cc1cc2ccccc2n2c(SCC(=O)Nc3cccc(C(F)(F)F)c3)nnc12	6
CCOc1ccccc1C(=O)NC(Nc1sc(C)c(CC)c1C#N)(C(F)(F)F)C(F)(F)F	-33
CCCNC(=O)NC(=O)COC(=O)c1ccc(OC)c(S(=O)(=O)N2CCCc3ccccc32)c1	-8
Clc1ccc2nc(-c3cccs3)cc(-c3ccccc3)c2c1	-9
O=C(CSC1CC(=O)N(c2ccccc2F)C1=O)Nc1ccc2ccccc2c1 (stereo not drawn)	1
CCC(C)(C)NC(=O)C(c1ccc(C)o1)N(Cc1cccs1)C(=O)Cn1nnc2ccccc21 (stereo not drawn)	-4
C=CCNc1nc(N)c(C(=O)c2ccc3c(c2)OCO3)s1	-6
CCOC(=O)C1=C(C)NC(=O)NC1c1ccc(-c2ccccc2[N+](=O)[O-])o1 (stereo not drawn)	-8
O=C(CCc1nc2ccccc2[nH]c1=O)OCc1ccc(S(=O)(=O)N2CCOCC2)cc1	-1
COc1cc2c(C(=O)N(C)c3cccc(C)c3)cn(C)c(=O)c2cc1OC	-1

5 entries already listed, arranged by their value in 14-3-3 PPI, lowest first.
Molecule | 14-3-3 PPI
Clc1ccc2nc(-c3cccs3)cc(-c3ccccc3)c2c1 | -9
C=CCNc1nc(N)c(C(=O)c2ccc3c(c2)OCO3)s1 | -6
CCC(C)(C)NC(=O)C(c1ccc(C)o1)N(Cc1cccs1)C(=O)Cn1nnc2ccccc21 (stereo not drawn) | -4
O=C(CCc1nc2ccccc2[nH]c1=O)OCc1ccc(S(=O)(=O)N2CCOCC2)cc1 | -1
O=C(CSC1CC(=O)N(c2ccccc2F)C1=O)Nc1ccc2ccccc2c1 (stereo not drawn) | 1

(further entries)
SMILES	14-3-3 PPI
O=C1c2ccc([N+](=O)[O-])cc2C(=O)N1c1ccc(-c2nc3ccccc3[nH]2)cc1	0
CCn1c(NCc2cccc(OC)c2OC)nc2ccccc21	9
O=C(CCCn1c(=S)[nH]c2cc3c(cc2c1=O)OCO3)NCCc1ccccc1Cl	-6
O=C(Nc1ccccc1)OC1C2CCC1C(N1CCCCC1)CC2 (stereo not drawn)	-2
CCn1c(=N)c(C(N)=S)cc2c(=O)n3cccc(C)c3nc21	-14
CC(C)CCn1c(CN2CCN(c3cccc(Cl)c3)CC2)nc2c1c(=O)n(C)c(=O)n2C	2
COc1cc(C)c(Cl)cc1S(=O)(=O)NCc1ccco1	-7
COc1ccc(-c2nc3cc(C)ccn3c2NC(=O)c2ccc3ccccc3c2)cc1	-64
CC1CN(C(=O)Nc2ccc3snnc3c2)c2ccccc21 (stereo not drawn)	-5
CCOC(=O)Cc1ccc(N(Cc2ccccc2)S(=O)(=O)c2cc(C)ccc2C)cc1	7

Going on with the list:
SMILES	14-3-3 PPI
CCOC(=O)c1ccc(NC(=O)CC2OCCN(CC)C2=O)cc1 (stereo not drawn)	-10
O=C1CSC(c2cccnc2)N1c1ccc(F)cc1 (stereo not drawn)	-2
Cc1ccccc1N1C(=S)NC2c3cc(Br)ccc3OC1(C)C2C(=O)N(C)C (stereo not drawn)	2
CCOc1ccccc1NC(=O)C1c2cc(OC)c(OC)cc2C(=O)N(C)C1c1cccnc1 (stereo not drawn)	4
CCOc1ccc(S(=O)(=O)N(CC)CC)cc1-c1nc2c(C(C)(C)C)nn(C)c2c(=O)[nH]1	-4
CCOCCCNc1ncnc2c1[nH]c1ccccc12	-1
COC(=O)C1=C(C)NC2=C(C(=O)CC(C)(C)C2)C1c1cccc(Oc2ccccc2)c1 (stereo not drawn)	2
CC(C)(C)C(=O)CSc1nc2ccccc2c(=O)n1Cc1ccc2c(c1)OCO2	2
OCc1ccc(-c2nn(Cc3ccccc3)c3ccccc23)o1	3
CC(C)C(C(=O)Nc1ccc(I)cc1)N1C(=O)c2ccccc2C1=O (stereo not drawn)	-22

The list goes on:
SMILES	14-3-3 PPI
CCC1CCC(c2nnc(-c3ccc([N+](=O)[O-])cc3)o2)CC1 (stereo not drawn)	4
CCOC(=O)c1c(NC(=O)CN2C(=O)c3ccccc3C2=O)sc(C)c1C	2
Cc1cc(I)ccc1NC(=O)CSc1nc(-c2cccs2)cc(C(F)(F)F)c1C#N	-5
Cc1cccc2cc(C#N)c(NCCCn3ccnc3)nc12	-7
CC(=O)C1=C(O)C(=O)N(c2cccc(C(F)(F)F)c2)C1c1ccccc1Cl (stereo not drawn)	-1
O=C(O)CSc1cc(-c2ccccc2)nc(SCC(=O)O)n1	10
Cc1cc(C)c2c(=O)cc(C(F)(F)F)oc2c1[N+](=O)[O-]	2
Cc1cc(C)c(C#N)c(SCc2ccccc2C(=O)O)n1	2
O=C(CN1C(=O)COc2ccc(Cl)cc21)N1CCc2ccccc21	-2
Clc1ccc(SCCn2ccnc2)cc1	-6

(continued)
SMILES	14-3-3 PPI
Cc1ccccc1CS(=O)(=O)c1ccc(C(=O)N2CCCCCC2)cc1[N+](=O)[O-]	-12
CCC(=O)N1CCc2cc(S(=O)(=O)NCCN3CCN(Cc4ccccc4)CC3)ccc21	5
COc1ccc2nc(C(=O)O)sc2c1	-2
CN1CCN(c2nc3ccccc3nc2NS(=O)(=O)c2ccccc2)CC1	6
Cc1cccc(C(=O)Nc2nnc(CCc3ccccc3)s2)c1	4
CCOC(=O)C(CC)Sc1nc2c(c(=O)[nH]c(=O)n2C)n1C/C=C(/C)Cl (stereo not drawn)	0
CCOc1cc(C2C3=C(CC(C)(C)CC3=O)NC3=C2C(=O)CC(C)(C)C3)ccc1OCc1ccc(C)cc1	3
Cc1c(-c2ccccc2)nc2ccccc2c1C(=O)O	-7
O=C(Cn1c(=O)n(Cc2ccccc2)c(=O)c2c3c(sc21)CCCC3)NCc1ccccc1	-15
Cn1c(SCCSc2nnc(-c3ccccc3)n2C)nnc1-c1ccccc1	-3

Additional results.
SMILES	14-3-3 PPI
CCOC(=O)c1[nH]c(C)c(C(=O)N2CCN(c3ccccc3)CC2)c1C	-11
NC(=O)COC(=O)C(Cc1ccccc1)NS(=O)(=O)c1ccccc1F (stereo not drawn)	-7
Cc1ccccc1N(CC(=O)N1CCOCC1)S(C)(=O)=O	-5
CCn1c(=O)c2ccccc2n2c(SCC(=O)N3CCCc4ccccc43)nnc12	-4
COCCCNC(=O)c1cnc(Nc2ccccc2OC)c2ccccc12	-8
Cc1cc(S(=O)(=O)NCCc2ccccc2)c(C)s1	-1
Cc1cc(=O)oc2c(CN(CC(C)C)CC(C)C)c(O)ccc12	-18
CC(C)(C)c1cc(C(=O)OCCN2CCCCC2)cc(C(C)(C)C)c1	-1
O=C1CCc2cc(S(=O)(=O)N3CCC(C(=O)NCc4ccccn4)CC3)ccc2N1	2
Cn1c(SCC(=O)NCc2ccc3c(c2)OCO3)nnc1-c1c[nH]c2ccccc12	-7

Structural class, those above with bromine
SMILES	14-3-3 PPI
Oc1ccc(Br)cc1-c1cc(-c2ccccc2F)[nH]n1	-2
Cc1ccccc1N1C(=S)NC2c3cc(Br)ccc3OC1(C)C2C(=O)N(C)C (stereo not drawn)	2

As entered above:
Value for Cc1ccccc1N(CC(=O)N1CCOCC1)S(C)(=O)=O in 14-3-3 PPI: -5
Value for Cc1cc(=O)oc2c(CN(CC(C)C)CC(C)C)c(O)ccc12 in 14-3-3 PPI: -18
Value for NC(=O)COC(=O)C(Cc1ccccc1)NS(=O)(=O)c1ccccc1F (stereo not drawn) in 14-3-3 PPI: -7
Value for CCn1c(=O)c2ccccc2n2c(SCC(=O)N3CCCc4ccccc43)nnc12 in 14-3-3 PPI: -4
Value for Cc1cc(S(=O)(=O)NCCc2ccccc2)c(C)s1 in 14-3-3 PPI: -1
Value for O=C1CCc2cc(S(=O)(=O)N3CCC(C(=O)NCc4ccccn4)CC3)ccc2N1 in 14-3-3 PPI: 2

Continuation.
SMILES	14-3-3 PPI
O=C(NCc1cccnc1)c1cn(CCc2ccccc2)nn1	0
Cc1ccc(C2C=C(c3ccccc3OC(F)F)Nc3ncnn32)cc1 (stereo not drawn)	-4
Cc1cc(Nc2ccccc2)n(CCC#N)n1	-3
CCOC(=O)c1cc([N+](=O)[O-])sc1NC(=O)c1ccc(Oc2ccccc2)cc1	-124
CC(=O)c1cccc(NS(=O)(=O)N(C)C)c1	5
Cc1nnc(SCC(=O)N2c3ccccc3Sc3ccccc32)n1N	-2
O=C(NCCC12CC3CC(CC(C3)C1)C2)c1cc([N+](=O)[O-])ccc1N1CCOCC1	9
O=C(NC1CCCCC1)Sc1ccc(Cl)cc1	1
CC(=O)c1ccc(NC(=O)CSc2nc3ccc(N=Cc4cc([N+](=O)[O-])ccc4O)cc3s2)cc1	-11
CCOC(=O)c1c(NC(=O)c2cc(C)on2)sc2c1CCCC2	2

(list continues)
SMILES	14-3-3 PPI
O=C(CCn1nc(-c2ccc(Cl)cc2)ccc1=O)NCc1ccccn1	-8&12
CN(C)c1ccc(NC(=O)CN2CCN(S(=O)(=O)c3cc(Cl)ccc3Cl)CC2)cc1	-8
O=c1cc(-c2ccccc2)nc(SCCOc2ccccc2)[nH]1	-3
CN1C(=O)C(O)(N2CCOCC2)c2ccccc21 (stereo not drawn)	5
O=C1Nc2ccc(I)cc2C1=O	-27
CC(C)(C)NC(=O)CCNS(=O)(=O)c1cccs1	3
CCOC(=O)c1[nH]c(C)c(C(=O)N2CCN(c3ccc(F)cc3)CC2)c1C	-3
COc1cc(NC(=O)c2cc3c(CO)cnc(C)c3oc2=Nc2cccc(C(N)=O)c2)cc(OC)c1	1
Cc1cc(C)cc(OCC(=O)Nc2cccc(Cl)c2C)c1	1
Cc1ccc(OCc2nc3ccccc3n2CCC(C)C)cc1	1

Further structures follow:
SMILES	14-3-3 PPI
O=S(=O)(c1ccccc1)c1nc(-c2cccs2)oc1NCC1CCCO1 (stereo not drawn)	7
CC(=O)c1cccc(NC(=O)c2ccc(Br)o2)c1	-1&-20
N=C1C(c2nc3ccccc3[nH]2)=C(O)CN1c1ccccc1	-7
O=c1c2cc3c(=O)n(CC4CCCO4)c(=O)c3cc2c(=O)n1CC1CCCO1 (stereo not drawn)	-4
COC(=O)c1ccc(Sc2ccc(C)cc2)c(NC(C)=O)c1	0
O=C(CSCc1ccc(F)cc1)N1CCOCC1	-6
CC1(C)CC(=O)C2=C(C1)c1c(ccc3ccccc13)NC2c1cc2c(cc1[N+](=O)[O-])OCO2 (stereo not drawn)	-21
CC(=O)Nc1ccc(Oc2nc(C)cc(C)n2)cc1	2
CC(=O)c1cccc(NC(=O)C2COc3ccccc3O2)c1 (stereo not drawn)	3
Oc1ccc(-c2ccc(N=Cc3ccc(Cl)cc3)cc2)cc1	-4

(more compounds)
SMILES	14-3-3 PPI
O=C(NCCOCc1ccccc1)c1ccccc1Cl	2
O=C(CSc1nc2ccccc2c(=O)[nH]1)Nc1ccc(S(=O)(=O)N2CCCC2)cc1	-7
Cc1nnc2ccc(N3CCC4(CC3)OCCO4)nn12	-6
N#CC1(c2ccccc2)CCCN1C(=O)c1ccco1 (stereo not drawn)	0
C=CCn1c2ccccc2c2nnc(SCc3[nH]c(C(=O)OCC)c(C)c3C(C)=O)nc21	-20
Cc1ccc(S(=O)(=O)N=C(Nc2cccc([N+](=O)[O-])c2)c2ccccc2)cc1	-5
O=C1C2C3C=CC(O3)C2C(=O)N1c1ccc([N+](=O)[O-])cc1 (stereo not drawn)	3
CCn1c(=S)sc2c(=O)n(C)cnc21	-2
CCOc1ccc(-n2nc3cc(C)c(NC(=O)c4ccc(OC)c(OC)c4)cc3n2)cc1	2
O=c1c2cnn(-c3ccccc3)c2nc(Cc2ccccc2)n1-c1cccc2ccccc12	-12

Next part
SMILES	14-3-3 PPI
O=C(Cc1c(O)c2ccccc2[nH]c1=O)NCc1ccccc1F	-7
Cn1c(=O)cc(SCC(=O)Nc2cccc(C(F)(F)F)c2)c2ccccc21	-8
CC1CC(C)CN(C(=O)c2ccc(NS(=O)(=O)c3cccs3)cc2)C1 (stereo not drawn)	-5
CCOc1ccc(NC(=O)CSC2=Nc3ccccc3C3=NC(C(C)C)C(=O)N23)cc1 (stereo not drawn)	-5
Cn1c(N)c(C(=O)COC(=O)c2ccc3c(c2)OCCO3)c(=O)n(C)c1=O	1
CC1CCc2c(sc(NC(=O)CSc3nnc4ccccn34)c2C#N)C1 (stereo not drawn)	-7
COc1ccc(S(=O)(=O)Nc2ccc(S(=O)(=O)N3CCOCC3)cc2)cc1C	-1
Cc1ccc(C=Nc2ccc3c(c2)Cc2cc([N+](=O)[O-])ccc2-3)cc1	-40
CCOc1ccc(S(N)(=O)=O)cc1-c1nc2c(C(C)(C)C)nn(C)c2c(=O)[nH]1	-8
